RXFP1 agonist: agonists of human relaxin receptor RXFP1; Q9HBX9; HEK293T-RXFP1 cAMP TR-FRET, 30 min; response scale: percent of porcine relaxin response, buffer zero; Potency, µM (highest dose often 57.5 µM), for the others: at the highest dose activation, actives largely listed as activators; 370,000 compounds, 0.3% hits; note: potency is the fitted concentration of half-maximal effect; % is set by controls: 0 for no effect and ±100 for the full control effect; nearly all actives have a fitted effect of over 60% in size; many of its hits are not listed in these tables
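Agonist response is measured as cAMP accumulation in an RXFP1-transfected HEK293T line under PDE4 inhibition. Values are scaled between buffer-only and 29 nM porcine relaxin, and EC50s come from standard Hill equation fits.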
Vif-APOBEC3G blk: inhibitors of Vif-APOBEC3G interaction; HeLa A3G-eYFP + Vif (tagged APOBEC3G with the HIV-1 protein that degrades it), YFP fluorescence, overnight; Potency, µM (titrated, usually from 46.1 µM), without a hit: top-dose activity, negative = active, most hits filed as inhibitors; 410,000 compounds, 0.076% hits; AID 602310;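 note: potency is the fitted concentration of half-maximal effect; % is set by controls: 0 for no effect and ±100 for the full control effect; nearly all actives have a fitted effect of over 60% in size; hits raise eYFP signal because A3G escapes Vif-driven loss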
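Read-out is eYFP fluorescence (Ex 488/Em 500-530) from Vif-expressing HeLa A3G-eYFP cells; more signal means A3G escaped Vif-mediated degradation. Cells plated overnight, compound pinned in, incubated overnight at 37 deg C.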
LDHA block: LDHA (human) enzyme inhibition; P00338; purified LDHA, NADH/diaphorase-resazurin fluorescence; active compounds read low; activity change, % (values are at about 110 or 230 µM); 480,000 compounds, 0.15% hits; AID 1347041; in the data active = activity change below about -30%; inconclusive = mostly about -25% to -30%;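 note: plate controls were DMSO wells for no effect and wells without enzyme for full effect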
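Human LDH5 at 2 nM final in Tris HCl pH 7.4 with 0.06 mM NADH and 0.2 mM pyruvate, reacted 5 minutes at room temperature. Remaining NADH coupled via diaphorase/resazurin; resorufin fluorescence read at 0 and 20 minutes, normalized to enzyme-free and DMSO wells.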
Vif-APOBEC3F blk: Vif-A3F binding inhibition. 390,000 compounds, 0.2% hits. Potency, µM (highest dose often 46.1 µM), inactives show top-dose activity, negative = active. HeLa A3F-eYFP + Vif (tagged APOBEC3F with the HIV-1 protein that degrades it), YFP fluorescence increase. AID 602313; note: potency is the fitted concentration of half-maximal effect; % of control where 0% means no effect; nearly all actives have a fitted effect of over 65% in size
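Fluorescence increase (Ex 488/Em 500-530) after overnight compound treatment at 37 deg C flags inhibition of Vif-driven A3F-eYFP loss in stable HeLa A3F-eYFP/Vif cells seeded overnight beforehand.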
mIDH1 inhibitor: human IDH1 R132H inhibition; 390,000 compounds, 0.093% hits; IDH1-R132H enzyme, NADPH consumption, diaphorase/resazurin fluorescence; AID 602179; Potency, µM (titrated, usually from 76.6 µM), without a hit: top-dose activity change, negative = inhibition, hits mostly inhibitors; O75874; note: potency is the fitted concentration of half-maximal effect; % is set by controls: 0 for no effect and ±100 for the full control effect; nearly all actives have a fitted effect of over 65% in size
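IDH1-R132H (0.5 ug/mL) preincubated 30 min with compound, then NADPH (0.016 mM) and alpha-KG (2 mM) added; 80 min at RT, pH 7.5. Remaining NADPH coupled via diaphorase/resazurin to fluorescence (540/590 nm); concentration-response curves normalized to no-enzyme control.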
TrxR1 substrate: rat thioredoxin reductase 1 substrate activity | AID 588456 | Potency, µM (titrated, usually from 114 µM), for inactives: at the top dose activity change, negative = substrate turnover | O89049 | 390,000 compounds, 0.01% hits | purified TrxR1 substrate turnover, NADPH consumption readout; note: potency is the fitted concentration of half-maximal effect; % is set by controls: 0 for no effect and ±100 for the full control effect; nearly all actives have a fitted effect of over 50% in size
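Rat TrxR1, dispensed at 90 nM, was prereduced with 400 uM NADPH (final) for 5 min at ~22 deg C, then incubated with compound 15 min before 400 uM selenite. A first-read NADPH fluorescence drop versus no-compound background flagged substrates.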
PI4K2A inh: inhibitors of human PI4K2A | purified PI4K2A, ADP-Glo luminescence, 1 h; active compounds read low | activity change, negative = inhibition, % at 76.9 µM | 420,000 compounds, 0.13% hits | AID 1346378; in the data active = activity change below about -50%; inconclusive = mostly about -30% to -49%;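 note: -100% = wells without enzyme as full effect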
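In this quantitative HTS, ADP production by PI4K2A was quantified luminescently after 1 h at ambient temperature; 100 microM adenosine served as plate-quality control.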
USP1 inh: blocks the human USP1/UAF1 deubiquitinase complex | Potency, µM (doses to about 57.1 µM), inactives show at the top dose activity change, negative = inhibition, usual class: inhibitors | recombinant USP1/UAF1, Ub-Rhodamine cleavage fluorescence | 390,000 compounds, 0.23% hits | O94782; note: potency is the fitted concentration of half-maximal effect; % is set by controls: 0 for no effect and ±100 for the full control effect; nearly all actives have a fitted effect of over 60% in size; inactives centre near -12
Target sequence (O94782 whole entry, looked up): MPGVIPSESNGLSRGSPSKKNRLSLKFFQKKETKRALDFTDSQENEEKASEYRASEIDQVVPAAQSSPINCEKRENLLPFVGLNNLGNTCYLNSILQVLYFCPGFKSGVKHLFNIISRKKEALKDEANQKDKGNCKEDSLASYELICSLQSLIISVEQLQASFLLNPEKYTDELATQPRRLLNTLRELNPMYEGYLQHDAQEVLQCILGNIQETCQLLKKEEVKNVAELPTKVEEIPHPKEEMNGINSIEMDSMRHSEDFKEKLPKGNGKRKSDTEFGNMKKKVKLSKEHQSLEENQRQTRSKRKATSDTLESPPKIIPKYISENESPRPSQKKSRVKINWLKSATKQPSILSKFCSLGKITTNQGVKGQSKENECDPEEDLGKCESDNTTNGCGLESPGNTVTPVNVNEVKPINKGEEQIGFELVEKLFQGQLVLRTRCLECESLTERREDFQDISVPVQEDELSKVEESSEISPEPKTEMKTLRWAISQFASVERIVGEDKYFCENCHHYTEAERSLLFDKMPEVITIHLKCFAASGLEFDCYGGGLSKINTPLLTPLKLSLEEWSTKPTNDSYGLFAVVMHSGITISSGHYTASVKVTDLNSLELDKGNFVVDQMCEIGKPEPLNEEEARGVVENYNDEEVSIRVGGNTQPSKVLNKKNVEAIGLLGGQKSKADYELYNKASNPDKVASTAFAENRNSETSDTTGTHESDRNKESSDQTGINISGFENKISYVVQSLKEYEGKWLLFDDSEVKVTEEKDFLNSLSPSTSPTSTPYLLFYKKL
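USP1/UAF1 complex at 1 nM was preincubated with compound for 15 min at room temperature, then Ub-Rho substrate (150nM final) was added. Fluorescence (480/540 nm) was read kinetically, 6 reads every 60 seconds.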
Glioma ERSR ind: ER stress response induction in glioma; U87-MG GRP78 promoter luciferase reporter, 16 h; Potency, µM, for the others: at the top dose activation, usual class: activators; 420,000 compounds, 0.02% hits; AID 602332; note: potency is the fitted concentration of half-maximal effect; series mostly up to about 76 µM; % of control where 0% means no effect; nearly all actives have a fitted effect of over 35% in size
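ERSR induction read as luciferase luminescence (Bright-Glo, 10 min at room temperature) in stably transfected human U87-MG glioma cells exposed to compounds for 16 h, using GRP78 as sensor.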
An asterisk follows results filed as active; & = joins results of further samples; [ ] = another dose, or the depositor's remark. Unless noted, calls come from the whole dose curve; as a rule, active = well fitted curve in the direction sought with a large enough effect; inconclusive = small, poorly fitted or top-dose-only effect, or another doubt; inactive = no such curve, though single readings can be large; an effect the other way counts as inactive or inconclusive. A portion of the library, so the mix of outcomes need not match the whole.

For COc1ccccc1N/C(N)=N/c1nc(CSc2ccc(C)cc2)cc(=O)[nH]1 the results were RXFP1 agonist 1.1%, Vif-APOBEC3G blk 0%, LDHA block -3, mIDH1 inhibitor 3%, TrxR1 substrate -2%, PI4K2A inh 4, USP1 inh -22% and Glioma ERSR ind -4%.
For CCc1nn(CC(=O)NC(C)CCc2ccccc2)c(=O)c2cc3cc(F)ccc3n12 (configuration not stated) the results were RXFP1 agonist 6.9%&9.0%, Vif-APOBEC3G blk -1%&0%, LDHA block -12&-1, Vif-APOBEC3F blk 1%&6%, mIDH1 inhibitor 0%&-7%, TrxR1 substrate 8%&5%, PI4K2A inh -4&1, USP1 inh -8%&-18% and Glioma ERSR ind 4%&-4%.
For Cc1ccnc(NS(=O)(=O)c2ccc(NC(=O)c3c(-c4ccccc4Cl)noc3C)cc2)n1 the results were RXFP1 agonist -2.6%, Vif-APOBEC3G blk -1%, LDHA block -5, Vif-APOBEC3F blk -6%, mIDH1 inhibitor -1%, TrxR1 substrate 0%, PI4K2A inh 2, USP1 inh -10% and Glioma ERSR ind -1%.
CCOc1ccc(Cl)cc1S(=O)(=O)N1CCC(C(=O)NCc2cccnc2)CC1 was read as RXFP1 agonist -2.1%, Vif-APOBEC3G blk 0%, LDHA block -10, Vif-APOBEC3F blk -7%, mIDH1 inhibitor 3%, TrxR1 substrate -10%, PI4K2A inh 1, USP1 inh -10% and Glioma ERSR ind -5%.
`Cc1nc2ccccc2c2c1C(=O)N(C)C2=O` gave RXFP1 agonist 1.5%, Vif-APOBEC3G blk 0%, LDHA block 4, Vif-APOBEC3F blk -4%, mIDH1 inhibitor 0%, TrxR1 substrate -8%, PI4K2A inh -8, USP1 inh -13% and Glioma ERSR ind 1%.
For O=C(CN(Cc1cccs1)C(=O)CNS(=O)(=O)c1ccc(Cl)cc1)NCC1CCCO1 (configuration not stated) the results were RXFP1 agonist 0.9%, Vif-APOBEC3G blk 0%, LDHA block -7, Vif-APOBEC3F blk 11%, mIDH1 inhibitor -8%, TrxR1 substrate 6%[57.1 µM], PI4K2A inh 1, USP1 inh -21% and Glioma ERSR ind -1%.
Cc1ccc(-n2c(N)c(C(=O)N3CCOCC3)sc2=S)c(C)c1 was read as RXFP1 agonist -0.1%, Vif-APOBEC3G blk 0%, LDHA block 1, Vif-APOBEC3F blk 0%, mIDH1 inhibitor 17%, TrxR1 substrate -8%, PI4K2A inh 3, USP1 inh -2% and Glioma ERSR ind -3%.
`CCCCOc1ccc(C2(C)NC(=O)NC2=O)cc1` (configuration not stated) gave RXFP1 agonist 0.8%, Vif-APOBEC3G blk 2%, LDHA block -9, Vif-APOBEC3F blk 8%, mIDH1 inhibitor 3%, TrxR1 substrate 0%, PI4K2A inh 7, USP1 inh -8% and Glioma ERSR ind -1%.
`COC(=O)c1ccccc1NC(=O)c1cc2nc(C3CC3)cc(C(F)(F)F)n2n1` gave RXFP1 agonist 0.7%, Vif-APOBEC3G blk -3%, LDHA block 1, Vif-APOBEC3F blk -5%, mIDH1 inhibitor 1%, TrxR1 substrate 33%[activator], PI4K2A inh -4, USP1 inh -8% and Glioma ERSR ind -4%.
Cc1cc(NC(=O)CCN2CC(C)OC(C)C2)ccc1Br (configuration not stated) was read as RXFP1 agonist 2.9%, Vif-APOBEC3G blk -5%, LDHA block -2, Vif-APOBEC3F blk 3%, mIDH1 inhibitor 1%, TrxR1 substrate -12%, PI4K2A inh 4, USP1 inh 2% and Glioma ERSR ind 1%.
For O=C(CSc1ncccc1C(=O)Oc1ccccc1Cl)Nc1ccccc1Cl the results were RXFP1 agonist -0.2%, Vif-APOBEC3G blk 11%, LDHA block -7, Vif-APOBEC3F blk 10%, mIDH1 inhibitor 4%, TrxR1 substrate 3%[0.457 µM], PI4K2A inh -13, USP1 inh -17% and Glioma ERSR ind -4%.
For O=C(COC(=O)c1cccnc1Cl)NCCc1ccccc1 the results were RXFP1 agonist -2.8%, Vif-APOBEC3G blk 1%, LDHA block -4, Vif-APOBEC3F blk 0%, mIDH1 inhibitor -10%, TrxR1 substrate -1%, PI4K2A inh 7, USP1 inh -11% and Glioma ERSR ind 2%.
COc1ccc2c(c1)C(=NN)c1cc(OC)ccc1-2 was read as RXFP1 agonist -0.1%, Vif-APOBEC3G blk -5%, LDHA block 0, Vif-APOBEC3F blk -1%, mIDH1 inhibitor 8%, TrxR1 substrate 6%[11.4 µM], PI4K2A inh 11, USP1 inh -3% and Glioma ERSR ind -1%.
CCOc1ccccc1NC(=O)CSc1ccc(-c2sc(C)nc2C)nn1 was read as RXFP1 agonist 1.4%, Vif-APOBEC3G blk -3%, LDHA block 1, Vif-APOBEC3F blk -5%, mIDH1 inhibitor 8%, TrxR1 substrate -5%, PI4K2A inh 8, USP1 inh -7% and Glioma ERSR ind -2%.
For CCOC(=O)C1(CCOC)CCN(C(=O)c2ccccc2-c2cccc(C)c2)CC1 the results were RXFP1 agonist 1.1%, Vif-APOBEC3G blk -10%, LDHA block 1, Vif-APOBEC3F blk -4%, mIDH1 inhibitor -8%, TrxR1 substrate -2%, PI4K2A inh 3, USP1 inh -11% and Glioma ERSR ind -1%.
Screening NCCNc1ccc([N+](=O)[O-])cc1 returned RXFP1 agonist 1.3%, Vif-APOBEC3G blk 0%, LDHA block -3, Vif-APOBEC3F blk -2%, mIDH1 inhibitor 19%, TrxR1 substrate -8%[57.1 µM], PI4K2A inh 10, USP1 inh 2% and Glioma ERSR ind -2%.
`Cc1c(Cl)cccc1NC(=O)CSc1nc(=O)n(CCN2CCOCC2)c2c1CCC2` gave RXFP1 agonist 9.5%, Vif-APOBEC3G blk 4%, LDHA block 0&-7, Vif-APOBEC3F blk 1%, mIDH1 inhibitor 2%, TrxR1 substrate -3%[57.1 µM], PI4K2A inh 3, USP1 inh inconclusive and Glioma ERSR ind -4%.
Screening Cc1onc(-c2c(Cl)cccc2Cl)c1C(=O)OCC(=O)c1ccccc1 returned RXFP1 agonist 0.8%, Vif-APOBEC3G blk -6%, LDHA block 1, Vif-APOBEC3F blk 3%, mIDH1 inhibitor 2%, TrxR1 substrate -7%, PI4K2A inh 4, USP1 inh -22% and Glioma ERSR ind -6%.
Screening CCn1nnnc1SCC(=O)NCc1ccc2c(c1)OCO2 returned RXFP1 agonist -0.1%, Vif-APOBEC3G blk -1%, LDHA block -4, Vif-APOBEC3F blk -6%, mIDH1 inhibitor -3%, TrxR1 substrate 1%, PI4K2A inh 3, USP1 inh 6% and Glioma ERSR ind 1%.
O=C(CCCCCN1C(=O)CCC1=O)Nc1ccc2c(c1)OCO2 was read as RXFP1 agonist -0.4%, Vif-APOBEC3G blk -1%, LDHA block 13, Vif-APOBEC3F blk 0%, mIDH1 inhibitor 1%, TrxR1 substrate -7%, PI4K2A inh -8, USP1 inh -17% and Glioma ERSR ind -6%.
Screening O=S(=O)(NC1CCCCCCC1)c1ccccc1F returned RXFP1 agonist 2.0%, Vif-APOBEC3G blk 1%, LDHA block 3, Vif-APOBEC3F blk 3%, mIDH1 inhibitor 3%, TrxR1 substrate -1%, PI4K2A inh 5, USP1 inh -21% and Glioma ERSR ind -4%.
Screening COc1ccc(CNC(=O)CC2C[C@H](C(=O)N3CCCCC3)[C@@]3(C)c4[nH]c5ccccc5c4CCN3C2=O)cc1OC (some centres not stated) returned Vif-APOBEC3G blk -1%, LDHA block -6, Vif-APOBEC3F blk 3%, mIDH1 inhibitor -16%, TrxR1 substrate 0%, PI4K2A inh -3, USP1 inh -1% and Glioma ERSR ind -1%.
For CC12/C(=N/O)C3C4CC5C3/C(=N/O)C1C5C42 (configuration not stated) the results were RXFP1 agonist 0.9%, Vif-APOBEC3G blk -5%, LDHA block -5, Vif-APOBEC3F blk -4%, mIDH1 inhibitor 0%, TrxR1 substrate 5%, PI4K2A inh 1, USP1 inh -8% and Glioma ERSR ind -3%.
`CCOc1ccc(NS(=O)(=O)c2ccc3c(c2)N(C(C)=O)CCO3)cc1` gave RXFP1 agonist -1.8%, Vif-APOBEC3G blk 8%, LDHA block -1, Vif-APOBEC3F blk 1%, mIDH1 inhibitor 5%, TrxR1 substrate 5%, PI4K2A inh -1, USP1 inh -23% and Glioma ERSR ind -7%.
For CCc1ccccc1N(CC(=O)N1CCCC1)S(C)(=O)=O the results were RXFP1 agonist 1.3%, Vif-APOBEC3G blk -2%, LDHA block -2, Vif-APOBEC3F blk inconclusive, mIDH1 inhibitor -6%, TrxR1 substrate 2%, PI4K2A inh 1, USP1 inh -23% and Glioma ERSR ind 4%.
Screening CCCCN1C(=O)C(O)(CC(=O)c2ccccn2)c2ccccc21 (configuration not stated) returned RXFP1 agonist 3.9%, Vif-APOBEC3G blk 0%, LDHA block -1, Vif-APOBEC3F blk -21%, mIDH1 inhibitor 10%, TrxR1 substrate -8%, PI4K2A inh 2, USP1 inh -5% and Glioma ERSR ind -3%.
CCN(CC)c1ccc(N2C(=O)/C(=C\c3cccnc3)SC2=S)cc1 was read as RXFP1 agonist 0.2%, Vif-APOBEC3G blk -1%, LDHA block 8, Vif-APOBEC3F blk -12%, mIDH1 inhibitor 5%, TrxR1 substrate -3%, PI4K2A inh 2, USP1 inh -10% and Glioma ERSR ind -3%.
`Fc1cc(F)c(F)c(SCCc2ccncc2)c1F` gave RXFP1 agonist 0.5%, Vif-APOBEC3G blk -16%, LDHA block -10, Vif-APOBEC3F blk -6%, mIDH1 inhibitor 0%, TrxR1 substrate 0%, PI4K2A inh 31, USP1 inh -8% and Glioma ERSR ind 3%.
